Bioassay records (PubChem)
IDH1 mut inh: inhibitors of IDH1 R132H reductase, primary screen, biochemical, plate reader, single point; AID 624101, 2012; Isocitrate dehydrogenase [NADP] cytoplasmic (Homo sapiens), O75874; diaphorase/resazurin fluorescence, 60 min; 0.18% of 70,000 active; inhibition, % at 10 µM; in the data active = inhibition above about 34%; inconclusive = no clear call, values can overlap the other calls; inactive = below about 11%;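 note: 0% = DMSO and 100% = no enzyme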
EZH2 inh: EZH2/PRC2 methyltransferase inhibitors, primary screen, biochemical, DELFIA time-resolved fluorescence, single point | Histone-lysine N-methyltransferase EZH2 (Homo sapiens), Q15910 | PRC2 H3K27 methylation, DELFIA TRF, 1 h | inhibition, % at 12.5 µM | 0.35% of 57,000 active | AID 651548, 2012;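 active = mean inhibition of replicates at least 50% and every single replicate also reaching 50%; inconclusive = mean inhibition at least 50% but some replicate falls below 50%; inactive = mean inhibition under 50%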;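 note: dimethyl H3K27 on biotinylated H3 21-44 peptide detected by antibody; plate controls were median neutral control wells for no effect and median positive control wells for full effect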
Target sequence (Q15910 whole entry, looked up): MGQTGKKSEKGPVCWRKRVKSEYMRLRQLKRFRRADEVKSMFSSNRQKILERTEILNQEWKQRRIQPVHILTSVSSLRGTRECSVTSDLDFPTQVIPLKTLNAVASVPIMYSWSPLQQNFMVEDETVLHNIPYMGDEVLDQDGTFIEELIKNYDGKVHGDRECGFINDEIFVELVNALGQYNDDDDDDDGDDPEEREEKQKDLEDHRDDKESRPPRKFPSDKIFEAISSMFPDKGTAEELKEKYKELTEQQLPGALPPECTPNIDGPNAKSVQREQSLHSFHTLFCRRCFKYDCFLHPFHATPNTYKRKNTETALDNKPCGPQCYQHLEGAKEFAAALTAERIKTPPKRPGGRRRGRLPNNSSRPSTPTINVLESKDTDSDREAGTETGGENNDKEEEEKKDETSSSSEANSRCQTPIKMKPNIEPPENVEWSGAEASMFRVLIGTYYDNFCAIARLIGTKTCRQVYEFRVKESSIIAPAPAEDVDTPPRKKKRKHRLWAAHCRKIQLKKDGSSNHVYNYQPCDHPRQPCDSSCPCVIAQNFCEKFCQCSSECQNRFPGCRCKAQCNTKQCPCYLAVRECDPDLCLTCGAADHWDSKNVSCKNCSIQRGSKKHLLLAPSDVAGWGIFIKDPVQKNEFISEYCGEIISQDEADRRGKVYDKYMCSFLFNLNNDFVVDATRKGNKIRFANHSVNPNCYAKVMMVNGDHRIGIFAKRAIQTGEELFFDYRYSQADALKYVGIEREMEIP
* hit, by the source's call; ? = inconclusive; nt = not tested or not shown; & = joins results of further samples. This is a subset (hit frequency here may not be typical).

Second line of a record – IDH1 mut inh	EZH2 inh
1) O=C(CSc1nc2ccccc2s1)NO
  0.1	0
2) O=C(N[C@H]1CC[C@@H](CCn2cc(-c3ccc(F)cc3)nn2)O[C@H]1CO)c1cnccn1
  -0.3	11
3) CCCN(C)C[C@H]1Oc2ncc(C#CC3CCCCC3)cc2C(=O)N([C@H](C)CO)C[C@H]1C
  0.6	-30
4) COc1ccc(C)cc1S(=O)(=O)N(C)CC(=O)O
  -0.6	-11
5) C=C1C(=O)O[C@@H]2/C=C(\CO)CCC/C(C)=C/[C@H](O)C12 (some centres undefined)
  0.0	nt
6) C[C@@H]1CN([C@H](C)CO)S(=O)(=O)c2ccc(C3=CCCC3)cc2O[C@H]1CN(C)C(=O)C1CCCCC1
  nt	-16
7) C[C@H](CO)N1C[C@H](C)[C@H](CN(C)Cc2ccc(-c3ccccc3)cc2)Oc2ccc(NC(=O)Nc3ccc(C(F)(F)F)cc3)cc2C1=O
  3.6	nt
8) C[C@@H]1CN([C@@H](C)CO)C(=O)c2cc(NS(=O)(=O)c3ccc(Cl)cc3)ccc2O[C@@H](C)CCCCO[C@H]1CN(C)Cc1ccc(C(F)(F)F)cc1
  1.5	nt
9) CC(C)CC#Cc1ccc2c(c1)O[C@@H](CN(C)C(=O)Cc1cccnc1)[C@@H](C)CN([C@H](C)CO)S2(=O)=O
  0.4	-2
10) Cc1ccc(S(=O)(=O)NC(CC(=O)O)c2ccccc2)cc1 (centres undefined)
  -0.2	-5

New compounds follow:
Second line of a record – IDH1 mut inh	EZH2 inh
11) COc1cccc(C(=O)Nc2ccc3c(c2)C(=O)N(C)C[C@H](OC)[C@@H](C)CN[C@@H](C)CO3)c1
  0.2	7
12) N#C/C(=C/c1ccc(O)c(O)c1)C(=O)OC/C=C/c1ccccc1
  2.2	18
13) Cc1ccc(S(=O)(=O)NCCC(=O)Oc2ccc3c(=O)c(-c4ccc(F)cc4)coc3c2)cc1
  6.1	6
14) C[C@H](CO)N1C[C@H](C)[C@@H](CN(C)S(=O)(=O)c2ccc(Cl)cc2)Oc2c(NC(=O)NC3CCCCC3)cccc2C1=O
  2.3	nt
15) C[C@H]1CN([C@@H](C)CO)S(=O)(=O)c2ccc(C#Cc3ccccc3)cc2O[C@H]1CN(C)CC1CC1
  -0.1	-22
16) O=Nc1c(-c2c(O)[nH]c3ccc(S(=O)(=O)O)cc23)[nH]c2ccccc12
  0.5	nt
17) C[C@@H]1CCCCO[C@H](CN(C)C(=O)C2CCCCC2)[C@@H](C)CN([C@H](C)CO)C(=O)c2cc(NC(=O)Nc3ccccc3)ccc2O1
  2.3	nt
18) Cc1noc(C)c1S(=O)(=O)Nc1ccc2c(c1)C(=O)N([C@H](C)CO)C[C@H](C)[C@H](CN(C)CC1CCCCC1)OCCCC[C@H](C)O2
  1.5	nt
19) COCC(=O)Nc1ccc2c(c1)OC[C@H](C)N(C(=O)c1ccncc1)C[C@H](C)[C@@H](OC)CN(C)C2=O
  0.5	-1
20) O=C(COc1cccc(-c2cnc3ccccc3n2)c1)c1ccccc1
  -0.4	-1

The listing continues:
Second line of a record – IDH1 mut inh	EZH2 inh
21) O=C(C[C@@H]1C[C@@H]2c3cc(NC(=O)C4CCOCC4)ccc3O[C@@H]2[C@@H](CO)O1)NCc1cccnc1
  -0.3	-3
22) CN(C)CCCNC(=O)C[C@@H]1CC[C@@H](NS(=O)(=O)c2ccc(F)cc2)[C@@H](CO)O1
  0.6	13
23) C[C@H](CO)N1C[C@H](C)[C@H](CN(C)Cc2ccc3c(c2)OCO3)Oc2ncc(C#CCN(C)C)cc2C1=O
  0.2	nt
24) CC(C)NC(=O)N[C@@H]1CC[C@H](CCNC(=O)C2CCC2)O[C@@H]1CO
  0.2	4
25) C[C@@H]1CN([C@H](C)CO)C(=O)c2cc(C3=CCCCC3)cnc2O[C@H]1CN(C)C(=O)Cc1ccccc1
  -0.4	nt
26) COc1ccc(S(=O)(=O)N(C)C[C@H]2OCCCC[C@H](C)Oc3ccc(NC(=O)Nc4ccc(F)cc4)cc3C(=O)N([C@H](C)CO)C[C@H]2C)cc1
  -0.4	nt
27) C[C@@H]1CCCCO[C@H](CN(C)Cc2ccc(C(=O)O)cc2)[C@@H](C)CN([C@H](C)CO)C(=O)c2cc(NS(=O)(=O)c3cn(C)cn3)ccc2O1
  0.9	nt
28) CCCC#Cc1ccc2c(c1)O[C@H](CN(C)S(=O)(=O)c1cccc(F)c1)[C@@H](C)CN([C@H](C)CO)S2(=O)=O
  0.6	11
29) CCOc1ccccc1C1CC(=O)NC(C)=C1C(=O)OCC1CCCCC1 (centres undefined)
  0.0	4
30) CC(C)c1ccc(OCC(=O)Nc2cc(C(F)(F)F)ccc2N2CCOCC2)cc1
  0.0	7

Next section.
Second line of a record – IDH1 mut inh	EZH2 inh
31) COCC(=O)Nc1ccc2c(c1)OC[C@@H](C)N(Cc1ccccc1OC)C[C@@H](C)[C@H](OC)CN(C)C2=O
  -0.2	3
32) C[C@@H]1CN([C@@H](C)CO)C(=O)Cc2cc(NS(=O)(=O)c3ccc(Cl)cc3)ccc2O[C@H]1CN(C)C(=O)Nc1ccc(F)cc1
  2.4	nt
33) O=C(N[C@H]1CC[C@@H](CCn2cc(C3CC3)nn2)O[C@@H]1CO)c1cccnc1
  0.8	3
34) CC(C)C#Cc1ccc2c(c1)O[C@@H](CN(C)C(=O)C1CC1)[C@H](C)CN([C@@H](C)CO)S2(=O)=O
  nt	25
35) CC(=O)N(C)C[C@@H]1Oc2ncc(C#Cc3ccccc3)cc2C(=O)N([C@@H](C)CO)C[C@H]1C
  -0.2	nt
36) O=C1C2C=C(Br)[C@H](C[C@@H]2OCCCCCCO)[C@@]12CO2
  nt	-1
37) CCOc1c(S(=O)(=O)NC2CC(C)(C)NC(C)(C)C2)ccc(Cl)c1Cl
  0.0	-4
38) O=C(C[C@H]1CC[C@@H](NC(=O)Nc2ccccc2F)[C@H](CO)O1)NCc1ccc(Cl)cc1
  -0.5	4
39) CCCNC(=O)N(C)C[C@H]1Oc2ncc(/C=C/c3ccccc3)cc2C(=O)N([C@H](C)CO)C[C@@H]1C
  -0.2	7
40) Cc1cccc(S(=O)(=O)N[C@H]2CC[C@H](CCNC(=O)CCN3CCCCC3)O[C@@H]2CO)c1
  0.3	-2

Next section.
Second line of a record – IDH1 mut inh	EZH2 inh
41) C[C@H](CO)N1C[C@H](C)[C@@H](CN(C)C(=O)Nc2ccc(F)cc2)Oc2ncc(Br)cc2C1=O
  -5.0	-6
42) O=S(=O)(c1ccccc1)c1nc(-c2ccccc2Cl)oc1NCc1cccnc1
  -1.0	8
43) O=C(NO)c1cccc(C(=O)N/N=C/c2ccc(B(O)O)cc2)c1
  0.0	21
44) C[C@H]1CN([C@@H](C)CO)C(=O)c2cccc(NC(=O)c3cnccn3)c2O[C@H]1CN(C)S(C)(=O)=O
  1.5	nt
45) CC(=O)N(C)C[C@@H]1Oc2cc(C#Cc3ccc(F)cc3)ccc2S(=O)(=O)N([C@@H](C)CO)C[C@H]1C
  0.0	4
46) COCC(=O)Nc1ccc2c(c1)OC[C@@H](C)N(C(=O)c1ccccn1)C[C@H](C)[C@H](OC)CN(C)C2=O
  nt	5
47) C[C@H](CO)N1C[C@H](C)[C@H](CN(C)C(=O)Cc2cccnc2)Oc2ncc(-c3cncnc3)cc2C1=O
  1.4	6
48) CO[C@H]1CN(C)C(=O)c2cc(NC(=O)c3cnccn3)ccc2OC[C@@H](C)NC[C@H]1C
  -0.3	-1
49) C/C=C/c1cnc2c(c1)C(=O)N([C@@H](C)CO)C[C@@H](C)[C@H](CN(C)S(=O)(=O)c1ccc(F)cc1)O2
  -2.8	nt
50) CNC[C@@H]1Oc2ccc(NC(=O)Nc3c(C)noc3C)cc2C(=O)N([C@H](C)CO)C[C@H]1C
  nt	10

(continued)
Second line of a record – IDH1 mut inh	EZH2 inh
51) CC(C)NC(=O)N(C)C[C@@H]1Oc2ncc(Br)cc2C(=O)N([C@H](C)CO)C[C@@H]1C
  ?	6
52) C[C@H](CO)N1C[C@H](C)[C@@H](CN(C)Cc2ccc3c(c2)OCO3)Oc2ccc(NS(C)(=O)=O)cc2CC1=O
  3.3	-3
53) COc1ccc(NC(=O)Nc2ccc3c(c2)C(=O)N([C@@H](C)CO)C[C@H](C)[C@@H](CN(C)S(C)(=O)=O)O3)cc1
  0.7	nt
54) C[C@H](NC(=O)N(C)C[C@@H]1OCc2ccccc2-c2ccccc2C(=O)N([C@@H](C)CO)C[C@H]1C)c1ccccc1
  nt	11
55) CC(C)CC#Cc1cnc2c(c1)C(=O)N([C@@H](C)CO)C[C@@H](C)[C@H](CN(C)Cc1cncnc1)O2
  -4.3	-7
56) COc1cc(C)c(Br)cc1S(=O)(=O)NCC1CCCO1 (centres undefined)
  0.4	9
57) CCC1(C)Cc2ccccc2-c2nc3[nH]nc(SCC(=O)Nc4ccc(OC)c(Cl)c4)n3c(=O)c21 (centres undefined)
  -0.3	60*
58) COc1ccc(CNCCCN2CCOCC2)cc1OC
  0.3	nt
59) CO[C@H]1CN(C)C(=O)c2cc(NC(C)=O)ccc2OC[C@@H](C)N(Cc2ccccc2C(=O)O)C[C@@H]1C
  -0.1	2
60) COCC(=O)Nc1ccc2c(c1)OC[C@H](C)N(C(=O)C1CCCC1)C[C@H](C)[C@@H](OC)CN(C)C2=O
  nt	-4

Following part
Second line of a record – IDH1 mut inh	EZH2 inh
61) COCC(=O)Nc1ccc2c(c1)C(=O)N(C)C[C@@H](OC)[C@@H](C)CN(C(=O)c1cnccn1)[C@H](C)CO2
  -0.2	7
62) O=C(CC1NC2CCCCC2NC1=O)Nc1ccc2c(c1)OCCO2 (centres undefined)
  1.4	-11
63) O=C(Nc1cccc(Cl)c1)N[C@H]1CC[C@@H](CCNC(=O)C2CCCC2)O[C@@H]1CO
  -0.1	-6
64) COc1ccc(NC(=O)N(C)C[C@H]2Oc3c(NC(=O)Nc4c(C)noc4C)cccc3C(=O)N([C@H](C)CO)C[C@H]2C)cc1
  -0.3	nt
65) C/C=C/c1ccc2c(c1)O[C@H](CN(C)C(=O)Nc1cc(F)ccc1F)[C@H](C)CN([C@H](C)CO)S2(=O)=O
  -3.2	nt
66) CN(C)C(=O)C[C@H]1C=C[C@H](NC(=O)C2CC2)[C@@H](CO)O1
  0.6	7
67) C[C@@H]1CN([C@@H](C)CO)C(=O)c2cc(-c3cccc(C#N)c3)cnc2O[C@@H]1CN(C)C(=O)C1CC1
  nt	-27
68) C[C@@H]1CN([C@H](C)CO)C(=O)c2cc(-c3ccc(F)cc3)cnc2O[C@H]1CN(C)C(=O)c1ccc(F)cc1
  -0.8	15&3
69) COc1ccc(CCNS(=O)(=O)c2cc([N+](=O)[O-])ccc2C)cc1OC
  -0.3	-6
70) C[C@@H]1CN([C@@H](C)CO)C(=O)Cc2cc(NC(=O)Nc3cccc4ccccc34)ccc2O[C@H]1CN(C)S(C)(=O)=O
  nt	-11

Carrying on.
Second line of a record – IDH1 mut inh	EZH2 inh
71) COC(=O)C[C@H]1C[C@H]2c3cc(NC(=O)Nc4ccc(F)cc4)ccc3O[C@H]2[C@H](CO)O1
  0.5	12
72) O=C(Cc1cccnc1)N[C@@H]1CC[C@H](CCn2cc(-c3ccccc3F)nn2)O[C@@H]1CO
  0.3	2
73) C/C=C/c1cnc2c(c1)C(=O)N([C@@H](C)CO)C[C@@H](C)[C@H](CN(C)Cc1ccncc1)O2
  0.4	nt
74) COc1ccc(N(CC(=O)Nc2ccccc2OC)S(C)(=O)=O)cc1Cl
  0.7	-8
75) COc1ccc(S(=O)(=O)Nc2ccc3c(c2)C(=O)N([C@H](C)CO)C[C@@H](C)[C@H](CN(C)Cc2ccncc2)OCCCC[C@@H](C)O3)cc1
  7.7	nt
76) C[C@H]1CN([C@@H](C)CO)C(=O)c2cccc(NC(=O)C3CCOCC3)c2O[C@@H]1CN(C)S(=O)(=O)c1ccc(F)cc1
  -0.2	4
77) O=C(C[C@@H]1C=C[C@@H](NC(=O)NC2CCCCC2)[C@@H](CO)O1)NCc1ccccc1
  -0.2	5
78) C[C@H]1CCCCO[C@@H](CN(C)C)[C@@H](C)CN([C@@H](C)CO)C(=O)c2cc(NC(=O)c3ccccc3)ccc2O1
  -0.2	-2
79) COc1ccc(NC(=O)Nc2ccc3c(c2)C(=O)N([C@H](C)CO)C[C@@H](C)[C@H](CN(C)Cc2ccc4c(c2)OCO4)OCCCC[C@H](C)O3)cc1
  -0.1	nt
80) C[C@@H]1CN([C@@H](C)CO)C(=O)c2cccc(NC(=O)c3nc4ccccc4s3)c2O[C@@H]1CN(C)Cc1ccc(Cl)c(Cl)c1
  2.7	nt
